# Compound activity deposited in PubChem BioAssay by National Center for Advancing Translational Sciences (NCATS).
# D2 antag: antagonists of human D2 dopamine receptor; actives 2% (n = 340,000); HEK293 TREx D2 cells, calcium flux, dopamine EC80; AID 485344; P14416; inhibition, % at 10 µM; in the data active = inhibition above about 30%; also: 0% is about no effect
# Target sequence (P14416 whole entry, looked up): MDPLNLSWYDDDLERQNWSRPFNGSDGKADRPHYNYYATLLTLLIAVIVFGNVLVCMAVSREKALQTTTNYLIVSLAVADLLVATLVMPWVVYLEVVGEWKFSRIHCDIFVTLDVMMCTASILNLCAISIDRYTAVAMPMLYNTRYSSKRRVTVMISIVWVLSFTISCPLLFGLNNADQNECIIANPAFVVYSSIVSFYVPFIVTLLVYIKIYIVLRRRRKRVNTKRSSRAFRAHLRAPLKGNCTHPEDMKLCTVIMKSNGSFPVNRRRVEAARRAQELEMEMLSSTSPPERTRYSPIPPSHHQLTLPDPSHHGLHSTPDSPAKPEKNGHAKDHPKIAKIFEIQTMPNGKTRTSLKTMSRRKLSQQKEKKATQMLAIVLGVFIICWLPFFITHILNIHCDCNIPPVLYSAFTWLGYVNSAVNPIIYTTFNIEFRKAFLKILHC
#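 Tetracycline-induced HEK293 TREx cells expressing D2 receptor forced-coupled to calcium signalling, loaded with no-wash calcium dye. Compounds added and calcium flux read 180 s, then dopamine added at EC80 and read a further 180 s.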
# RXFP1 antagonist: RXFP1 (human) relaxin receptor antagonism. activity change, negative = inhibition, % at 57.5 µM. Q9HBX9. AID 1259400. HEK293-RXFP1, relaxin-stimulated cAMP HTRF, 30 min; stronger effect = lower value. actives 0.59% (n = 350,000);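 active = activity change of -60% or lower, but not beyond a set lower limit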; also: % is scaled to controls: 0 for no effect and ±100 for the full control effect
# TRHR enhancer: allosterically enhances the human TRH receptor | TRHR cells, fluo-8 calcium fluorescence, EC20 TRH enhancement | AID 493056 | enhancement, % at 2 µM | P34981 | actives 0.66% (n = 360,000); in the data active = enhancement above about 30%; also: 0% is about no effect
# Target sequence (P34981 whole entry, looked up): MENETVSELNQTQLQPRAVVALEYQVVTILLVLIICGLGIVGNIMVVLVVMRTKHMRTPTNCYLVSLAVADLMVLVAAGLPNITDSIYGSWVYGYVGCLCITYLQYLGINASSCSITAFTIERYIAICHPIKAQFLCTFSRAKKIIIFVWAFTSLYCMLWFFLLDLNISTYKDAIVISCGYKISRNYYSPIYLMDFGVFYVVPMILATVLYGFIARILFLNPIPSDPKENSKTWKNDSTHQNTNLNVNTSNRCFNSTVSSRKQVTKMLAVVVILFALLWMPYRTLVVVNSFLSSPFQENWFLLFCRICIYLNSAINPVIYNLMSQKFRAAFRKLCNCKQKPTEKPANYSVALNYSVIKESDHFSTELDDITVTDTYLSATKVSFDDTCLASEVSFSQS
#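 TRHR-expressing cells loaded with fluo-8 calcium dye were read kinetically (ex 480/em 530) during compound addition, then stimulated with an EC20 of TRH (10 nM final). Enhancement of the Gq-mediated intracellular calcium response was scored.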
# D2 ag: activates the human D2 dopamine receptor; P14416; HEK293 T-REx D2 cells, calcium flux agonist mode; activation, % at 2 µM; actives 0.53% (n = 340,000); AID 485358;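 active = activation over 3 SD above normal in the single-dose calcium agonist read, cut at about 30% in these data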; also: 0% is about no effect
#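 Tetracycline-induced HEK293 Trex cells with D2 receptor force-coupled to calcium signaling, plated overnight at 30 C and loaded with no-wash calcium dye. Calcium flux read kinetically for 180 s after compound addition; responses flag agonists.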
# D1 agonist: activates the human D1 dopamine receptor | activation, % at 2 µM | actives 1% (n = 360,000) | HEK293 T-REx D1 cells, calcium flux, agonist mode | P21728; also: 0% is about no effect
#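 Agonism was scored from calcium flux recorded over 180 s (1 read/s) after pintool compound addition, following a 10-cycle baseline. Cells were inducible force-coupled HEK293 TREx D1, plated overnight at 30 C and loaded with no-wash calcium dye.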
# D1 PAM: human D1 dopamine receptor positive modulation | HEK293 TREx D1 cells, calcium flux, dopamine EC20 potentiation | actives 0.036% (n = 360,000) | AID 504651 | P21728 | potentiation, % at 10 µM; in the data active = potentiation above about 30%; also: 0% is about no effect
# D1 antag: blocks dopamine activation of the human D1 receptor; P21728; HEK293 TREx D1 cells, calcium flux, dopamine EC80; stronger effect = lower value; activity change, negative = inhibition, % at 10 µM; actives 3.2% (n = 360,000); AID 504652; in the data active = activity change below about -30%; also: % is scaled to controls: 0 for no effect and ±100 for the full control effect
#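 Tetracycline-induced HEK293 Trex D1 cells, force-coupled to calcium, dye-loaded; compounds added and read 180 s, then EC80 dopamine added and calcium flux tracked kinetically another 180 s.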
# TRHR agonist: activates the human TRH receptor; P34981; TRHR cells, calcium flux fluo-8, FDSS agonist mode; activation, % at 2 µM; actives 0.18% (n = 360,000); also: 0% is about no effect
#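 Read-out: compound-evoked intracellular calcium rise in TRHR cells, fluo-8 dye, kinetic FDSS fluorescence at 1 s/cycle following a 10-cycle baseline. Cells cultured overnight before dye loading (30 min–1.5 h, RT).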
# D2 potentiator: positively modulates the human D2 dopamine receptor allosterically; P14416; HEK293 T-REx D2, calcium flux, EC20 dopamine potentiation; potentiation, % at 10 µM; actives 0.34% (n = 340,000); AID 485347;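 active = potentiation over 3 SD above the plate norm, cut at about 30% in these data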; also: 0% is about no effect
#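 Cells plated with tetracycline inducer and held overnight at 30 C; calcium dye loaded 30–90 min at room temperature; baseline taken, compound added and read 180 s; EC20 dopamine then added and read 180 s.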
# * marks the source's active call; other numbers are inactive results; nt = not tested or not shown. Rule as the data show it, unless noted: active = activation above about 30%; inactive = the rest.
SMILES,D2 antag,RXFP1 antagonist,TRHR enhancer,D2 ag,D1 agonist,D1 PAM,D1 antag,TRHR agonist,D2 potentiator
COC/C=C/C1=CC2=CC(=O)C(C)(OC(=O)c3cnc4ccccc4n3)C(=O)C2=CN1CCCCO (stereo not drawn),-11.9,nt,0.8,-0.4,4.0,-0.1,18.4,-0.3,18.1
COc1ccc(OC)c(-c2noc(N3CCN(c4ccc(C(C)=O)cc4)CC3)n2)c1,nt,nt,2.5,-2.3,-1.7,-2.1,7.7,-1.3,7.7
CN1CCN(C(=O)CCCOc2cc(=O)n(C)c3ccccc23)CC1,-6.6,-7.6,0.2,0.4,1.5,-2.4,1.2,0.5,-3.5
CCOc1cccc(C(=O)Nc2ccc(NC(=O)c3cc4ccccc4o3)c(OC)c2)c1,9.9,-6.9,3.6,1.3,6.8,-2.6,-38.8*,-0.2,1.8
CCC(C)NC(=O)C1CCN(S(=O)(=O)c2cc([N+](=O)[O-])ccc2Cl)CC1 (stereo not drawn),nt,3.1,5.7,nt,0.4,-4.7,11.9,0.1,-1.6
CCOC(=O)c1cccc(Nc2cc(-c3ccccc3)ncn2)c1,nt,-36.8,12.5,-2.1,6.5,-0.8,7.1,-0.8,0.3
Cc1cccc(C(=O)NC(=S)N(C)C2CCCCC2)c1,20.3,-2.6,-4.8,-1.6,2.5,-6.5,-25.9,0.3,-0.9
Cc1cc(/C=N/Nc2ncnc(N)c2[N+](=O)[O-])c(C)n1-c1ccccc1,-10.0,-21.8,10.6,8.5,1.0,2.1,44.3,-0.4,-0.5
CCCN1C(=O)c2[nH]nc(-c3ccccc3O)c2C1c1ccc(OCc2ccccc2)c(OCC)c1 (stereo not drawn),nt,-32.6,1.6,-1.3,0.7,1.6,5.3,0.1,5.7
CC(=O)Nc1cn(C(C)=O)c(C)n1,-1.5,nt,2.1,0.4,7.6,1.8,-23.0,0.9,6.9
O=C(CCCCCN1C(=O)c2cccc3cccc(c23)C1=O)NCc1cccnc1,-21.7,3.9,2.7,-3.1,2.8,-0.8,17.4,0.0,0.3
CCOC(=O)C1=C(C)N=C2c3ccccc3C(=O)C2C1c1ccc(Br)cc1 (stereo not drawn),5.3,nt,-0.1,0.7,1.4,-9.4,-24.8,0.1,-3.9
O=C(Cn1ncc2c3ccccc3n(Cc3ccccc3)c2c1=O)Nc1ccccc1C(F)(F)F,nt,4.6,-3.7,0.2,3.5,-1.6,-25.0,0.4,0.1
CCOC(=O)C1CN(S(=O)(=O)c2ccc(F)cc2)C1,-8.3,26.8,-2.0,0.1,0.9,0.6,-9.8,0.5,-9.5
COc1ccc(NC(=O)C2CC2)cc1S(=O)(=O)N1CCOCC1,-14.5,2.0,0.4,0.4,3.7,-3.1,-20.1,1.1,-9.0
CCCN1CCN(CCCNC(=O)CCn2nc(-c3ccccc3)ccc2=O)CC1,-8.3,6.9,3.0,0.0,2.0,-3.6,5.3,0.2,-2.7
O=C(NCc1ccc(F)cc1)c1ccc(Cn2c(SCc3ccc(F)cc3)nc3cccnc32)cc1,nt,-18.3,5.3,1.1,7.6,-3.9,-10.7,1.2,-3.5
O=C(COC(=O)/C=C/c1ccc(S(=O)(=O)N2CCc3ccccc32)cc1)NC1CCS(=O)(=O)C1 (stereo not drawn),-13.0,-1.7,3.2,3.4,1.6,-1.2,-20.2,0.6,-4.2
CCOc1ccc(-n2c(C)cc(/C=N/NC(=O)C(N)=O)c2C)cc1,-15.3,-2.7,4.2,0.2,-1.9,-5.4,nt,-1.4,-3.8
CCSc1nnc(NC(=O)c2ccccn2)s1,-25.7,-2.9,1.2,0.1,5.5,-3.0,-5.9,0.9,-2.8
COc1ccc(OCc2nc(-c3ccc(F)c(F)c3)cs2)cc1,0.8,-19.3,-4.0,nt,16.9,-5.6,6.6,0.6,-5.5
O=C(Nc1ccc(OC(F)(F)F)cc1)C1CCN(S(=O)(=O)c2cccs2)CC1,nt,nt,-0.4,2.2,15.8,-0.5,-24.4,0.5,14.2
COC(=O)c1cccc(NC(=O)CCc2c(C)noc2C)c1,-2.7,1.2,15.8,-0.6,-0.2,-5.6,7.1,0.4,16.0
Brc1cccc(OCCn2ccnc2)c1,-5.8,-12.3,1.0,0.1,4.0,1.8,3.1,0.0,1.4
COc1ccc(OCC(O)CNCCNc2nccc(C(F)(F)F)n2)cc1 (stereo not drawn),-18.6,6.6,-3.8,-0.5,1.8,-0.8,9.4,-2.7,-18.8

# An excerpt from above in order of length of the SMILES, ascending.
SMILES,D2 antag,RXFP1 antagonist,TRHR enhancer,D2 ag,D1 agonist,D1 PAM,D1 antag,TRHR agonist,D2 potentiator
COc1ccc(OCc2nc(-c3ccc(F)c(F)c3)cs2)cc1,0.8,-19.3,-4.0,nt,16.9,-5.6,6.6,0.6,-5.5
O=C(Nc1ccc(OC(F)(F)F)cc1)C1CCN(S(=O)(=O)c2cccs2)CC1,nt,nt,-0.4,2.2,15.8,-0.5,-24.4,0.5,14.2
O=C(NCc1ccc(F)cc1)c1ccc(Cn2c(SCc3ccc(F)cc3)nc3cccnc32)cc1,nt,-18.3,5.3,1.1,7.6,-3.9,-10.7,1.2,-3.5

# Next section.
SMILES,D2 antag,RXFP1 antagonist,TRHR enhancer,D2 ag,D1 agonist,D1 PAM,D1 antag,TRHR agonist,D2 potentiator
CC(C)N(Cc1ccccc1)C(=O)CN1C(=O)NC2(CCCc3ccccc32)C1=O (stereo not drawn),-9.0,1.0,1.8,1.2,5.8,2.9,8.2,0.7,4.5
CC(=O)c1cc(-c2ccc(F)cc2)n(CC(=O)NC2CCCCCC2)c1C,nt,-18.9,-4.4,-0.5,2.4,-4.2,-4.8,-0.2,-3.6
N#C/C(=N\Nc1ccc(Cl)cc1)C(=O)c1ccccc1,nt,-16.3,-3.8,nt,16.5,-5.0,-14.7,1.7,nt
O=C(NCCc1ccccc1)C1CCC(=O)N1C1CCCC1 (stereo not drawn),11.9,1.0,2.2,-0.1,0.4,-4.5,-21.1,-0.9,-3.6
COc1cccc(NC(=O)C2(S(=O)(=O)c3ccc(Cl)cc3)CC2)c1,8.4,-26.1,-1.7,0.0,0.8,-0.6,-10.1,0.5,-8.2
COc1ccc(C2C3=C(CCCC3=O)Nc3nc(SCc4ccccc4)nn32)cc1OC (stereo not drawn),-5.6,-6.2,-2.1,0.2,-0.5,1.6,2.9,-0.4,nt
Cc1csc(=O)n1CCC(=O)OC(C)C(=O)Nc1ccc(N2CCOCC2)cc1 (stereo not drawn),-4.3,-0.8,-3.5,-1.1,0.5,-4.1,-25.2,-0.2,-5.4
Nc1cc(-c2ccc(OC(F)(F)F)cc2)nn1-c1ccc(Cl)c(Cl)c1,-11.0,-25.1,-7.4,4.8,4.2,-3.0,-3.0,0.7,2.7
CC(c1cc2ccccc2s1)N(O)C(N)=O (stereo not drawn),-18.0,2.1,-1.9,-0.1,1.2,-0.8,4.4,-0.4,13.6
CN(CC(=O)NCc1ccc(Cl)cc1)S(=O)(=O)c1cccc2cccnc12,6.2,nt,-0.8,-0.3,2.0,nt,3.6,-0.1,-4.3
COc1ccc(CC(=O)NCC2(N3CCCCC3)CCCCC2)cc1,4.1,-5.3,-9.6,0.3,0.8,2.4,-5.1,0.0,nt
O=C(NNc1cccc(Cl)n1)Nc1ccccc1F,-15.8,5.6,0.2,-0.1,2.4,-3.6,5.3,0.6,-6.1
O=C(Nc1c2c(nn1-c1ccc(Cl)cc1)CS(=O)(=O)C2)c1ccccc1,18.0,5.0,1.3,0.4,4.2,-0.2,5.5,0.2,-1.5
COc1ccc(CC(=O)NCc2ccccn2)cc1OC,-2.2,3.6,5.1,0.3,2.9,1.5,-3.4,0.1,-3.4
Cn1c(N)c(C(=O)COC(=O)c2ccccn2)c(=O)n(C)c1=O,4.1,-10.4,-0.3,0.0,4.5,9.6,-21.2,0.3,24.1
Cc1ccc(-c2cc(C(=O)N3CCCC3)c3ccccc3n2)s1,7.3,-13.4,-9.6,-2.0,0.2,5.3,-2.3,-0.3,3.7
CCCCc1cc(=O)oc2cc(C)cc(OCC(=O)Nc3ccccn3)c12,-10.6,31.7,-0.1,0.3,0.7,-1.6,19.3,0.1,7.0
CCCCc1c(O)nc(SCC(=O)c2ccccc2)n(-c2ccccc2)c1=O,nt,-7.5,-6.2,nt,1.0,2.8,2.1,-0.6,nt
Cc1cccc2nc(-c3ccc(N(C)C)cc3)c(Nc3ccc4c(c3)OCO4)n12,nt,17.5,-4.5,0.2,2.7,1.6,1.4,-0.1,4.1
O=C(NCc1ccco1)/C(=C\c1cccs1)NC(=O)c1ccco1,-3.3,5.3,1.0,-0.6,1.8,2.1,-2.3,1.2,5.4
COc1cccc(/C=N/NC(N)=S)c1OS(=O)(=O)c1ccccc1,1.9,3.6,-3.7,-0.3,0.5,-10.7,-22.0,0.4,4.4

# Reprinted from the results shown for reference:
SMILES,D2 antag,RXFP1 antagonist,TRHR enhancer,D2 ag,D1 agonist,D1 PAM,D1 antag,TRHR agonist,D2 potentiator
Nc1cc(-c2ccc(OC(F)(F)F)cc2)nn1-c1ccc(Cl)c(Cl)c1,-11.0,-25.1,-7.4,4.8,4.2,-3.0,-3.0,0.7,2.7
CC(c1cc2ccccc2s1)N(O)C(N)=O (stereo not drawn),-18.0,2.1,-1.9,-0.1,1.2,-0.8,4.4,-0.4,13.6
CN(CC(=O)NCc1ccc(Cl)cc1)S(=O)(=O)c1cccc2cccnc12,6.2,nt,-0.8,-0.3,2.0,nt,3.6,-0.1,-4.3
COc1ccc(CC(=O)NCC2(N3CCCCC3)CCCCC2)cc1,4.1,-5.3,-9.6,0.3,0.8,2.4,-5.1,0.0,nt
O=C(NNc1cccc(Cl)n1)Nc1ccccc1F,-15.8,5.6,0.2,-0.1,2.4,-3.6,5.3,0.6,-6.1
O=C(Nc1c2c(nn1-c1ccc(Cl)cc1)CS(=O)(=O)C2)c1ccccc1,18.0,5.0,1.3,0.4,4.2,-0.2,5.5,0.2,-1.5
COc1ccc(CC(=O)NCc2ccccn2)cc1OC,-2.2,3.6,5.1,0.3,2.9,1.5,-3.4,0.1,-3.4
Cn1c(N)c(C(=O)COC(=O)c2ccccn2)c(=O)n(C)c1=O,4.1,-10.4,-0.3,0.0,4.5,9.6,-21.2,0.3,24.1
Cc1ccc(-c2cc(C(=O)N3CCCC3)c3ccccc3n2)s1,7.3,-13.4,-9.6,-2.0,0.2,5.3,-2.3,-0.3,3.7
CCCCc1cc(=O)oc2cc(C)cc(OCC(=O)Nc3ccccn3)c12,-10.6,31.7,-0.1,0.3,0.7,-1.6,19.3,0.1,7.0
CCCCc1c(O)nc(SCC(=O)c2ccccc2)n(-c2ccccc2)c1=O,nt,-7.5,-6.2,nt,1.0,2.8,2.1,-0.6,nt
Cc1cccc2nc(-c3ccc(N(C)C)cc3)c(Nc3ccc4c(c3)OCO4)n12,nt,17.5,-4.5,0.2,2.7,1.6,1.4,-0.1,4.1
